Screening data (PubChem)
M. tuberculosis HTS = M. tuberculosis growth inhibition, HTS (AID 449762) | M. tuberculosis H37Rv growth inhibition, 7H9 media; higher % means a stronger effect | one-dose inhibition, % at 25 µM; IC50 in µM for titrated hits | hit rate 0.59% among 330,000; in the data active means a potency from the dose series; inconclusive means inhibition above about 70% without an active follow-up result;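 further: bacterial growth assessed after seven days of incubation; strong numbers were not always called active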
M. tuberculosis = growth inhibition of non-replicating M. tuberculosis (AID 488890) | inhibition, % at 25 µM, or IC50 in µM where a hit was titrated | hit rate 0.39% among 320,000 | Mycobacterium tuberculosis non-replicating, growth inhibition; higher % means a stronger effect; in the data active means a potency from the dose series; inconclusive means inhibition mostly from about 82% at the one dose, without a potency; inactive means the rest, 99 in 100 with inhibition below about 76%;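 further: plate controls were DMSO cells for no effect and high antibiotic wells for full effect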
H1N1 NS1A inhibition = NS1A inhibition, H1N1 influenza, cell based functional assay (AID 504329). NS1A functional cell-based assay, percent inhibition; higher % means a stronger effect. one-dose inhibition, % at 12.5 µM; IC50 in µM for titrated hits. hit rate 0.3% among 340,000; in the data active means a potency from the dose series; inconclusive means inhibition above about 27% without an active follow-up result; further: strong numbers were not always called active
Salmonella PhoP GFP = Inhibition of PhoP regulon, Salmonella typhi GFP reporter cells, confirmation, 4 h (AID 1850) | Salmonella Typhi PhoP-promoter GFP reporter, fluorescence, 4 h; higher % means a stronger effect | inhibition, % at 50 µM, or IC50 in µM where a hit was titrated | hit rate 0.33% among 310,000; in the data active means a potency from the dose series; inconclusive means inhibition mostly from about 25% at the one dose, without a potency; inactive means the rest, 99 in 100 with inhibition below about 19%;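 further: 0% = induced wells with vehicle and 100% = uninduced wells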
inhibitors of VEEV = inhibitors of VEEV TC-83 cytopathic effect, confirmation, Vero cells (AID 588727) | Vero cells, VEEV TC-83 cytopathic effect inhibition; higher % means a stronger effect | inhibition, % at 20 µM; hits with a dose series show IC50 in µM | hit rate 0.13% among 350,000; in the data active means a potency from the dose series; inconclusive means inhibition mostly from about 14% at the one dose, without a potency; inactive means the rest, 99 in 100 with inhibition below about 12%; further: strong numbers were not always called active
inhibitors of VEEV 10K pilot screen = recorded beside inhibitors of VEEV, whose call it bears; inhibition, %; measured here: 10K pilot screen inhibition
* = called active by the depositor; i = inactive; ? = inconclusive; . = not tested or not shown.

SMILES	M. tuberculosis HTS	M. tuberculosis	H1N1 NS1A inhibition	Salmonella PhoP GFP	inhibitors of VEEV	others
Cc1ccccc1OCCOc1ccccc1C=C(C#N)C#N	-4.4%	54.3%	.	-14.2%	.
COc1ccc(CCNC(=O)CN(c2ccccc2)S(C)(=O)=O)cc1	-1.9%	4.4%	1.3%	-7.2%	0.1%	inhibitors of VEEV 10K pilot screen=0.5
COc1ccc(NS(=O)(=O)c2ccc(C)c(C(=O)NCC(c3ccco3)N3CCCCC3)c2)cc1 (stereo unspecified)	0.2%	4.6%	6.4%	-0.8%	0.2%
CC(C)C(NC(=O)c1ccco1)C(=O)NCc1ccc(C(=O)O)cc1 (stereo unspecified)	-0.2%	-1.4%	3.3%	-6.8%	1.7%
O=C(Nn1c(C2CC2)nc2ccccc2c1=O)c1ccco1	0.5%	-12.6%	-0.2%	-3.1%	2.2%
CC(C)(C)CN1CCNC(=O)C1CC(=O)NCc1cccc(-n2cccn2)c1 (stereo unspecified)	0.3%	9.5%	-7.1%	-9.2%	0.7%
O=C(Nc1nc(-c2ccco2)c(-c2ccco2)s1)c1ccco1	35.3%	?	-7.0%	-4.6%	12.6%
COc1ccc(OC)c(CCNC(=O)CCc2nnc3ccc(N4CCCC4)nn23)c1	5.8%	28.2%	8.4%	3.7%	0.4%
Cc1noc(C)c1COC(=O)Cn1c(C)nc2ccccc21	-5.9%	-5.6%	22.6%	5.9%	0.7%
Cc1ccc(S(=O)(=O)NCC(c2ccco2)N2CCc3ccccc32)cc1 (stereo unspecified)	-3.9%	-10.8%	-1.9%	11.8%	2.0%
CSCC[C@@H](C(=O)O)N1Cc2ccccc2C1=O	-9.4%	-17.7%	-3.4%	1.2%	0.5%
COc1ccc2sc(C)[n+](C)c2c1	-7.9%	3.9%	-10.5%	-1.6%	i
Cc1ccc(-c2nnn(CC(=O)N(CCCO)C(C(=O)NC3CCCC3)c3ccc(Cl)cc3)n2)o1 (stereo unspecified)	0.4%	-0.5%	4.4%	-8.7%	0.9%
CCOc1ccc(NC(=O)NNC(=O)C2CCC(C(C)(C)C)CC2)cc1 (stereo unspecified)	-6.8%	-21.0%	1.2%	-12.4%	1.2%
Cc1cc(N2CCCCC2)n2ncc(-c3ccccc3)c2n1	7.9%	24.6%	-23.0%	10.3%	5.0%
COC(=O)c1ccccc1NC(=S)NC(=O)c1ccc(C)cc1	7.6%	?	2.8%	8.4%	0.3%
CC1=C(C(=O)Nc2ccccc2)C(c2ccco2)C(C#N)=C(SCc2ccccc2)N1 (stereo unspecified)	?	1.7%	.	5.6%	.
COc1ccccc1-c1nnc(C2CCN(S(=O)(=O)c3ccccc3[N+](=O)[O-])CC2)o1	0.5%	13.7%	-1.4%	5.0%	1.2%
CC(=O)c1c(N2CCOCC2)[nH]c(-c2ccccc2)nc1=S	43.5%	-11.7%	4.9%	-4.5%	0.6%
CNC(=O)NC(=O)Cn1cnc2sc(-c3ccccc3)cc2c1=O	-3.4%	-22.2%	.	-1.0%	i
COc1ccc(Cl)cc1NC(=O)CN(C)C(=O)c1cc2ccccc2cc1O	19.8%	0.0%	-8.2%	-1.2%	8.6%
CN(C(=O)CN1C(=O)c2ccccc2S1(=O)=O)C1CCCCC1	-6.3%	-6.7%	-13.5%	.	2.3%
COc1ccc(C(=O)NNC(=O)CSc2nnc(C)n2CC2CCCO2)cc1 (stereo unspecified)	2.3%	0.0%	-10.0%	-23.0%	1.1%
CCOC(=O)COn1c(SCC(=O)OCC)nc2ccccc2c1=O	45.7%	?	5.2%	7.4%	1.0%
O=C(CCc1ccccc1)NCCc1nc2ccccc2[nH]1	7.7%	10.2%	-0.4%	10.5%	0.4%

The list goes on, starting with the last 4 of the part before.
SMILES	M. tuberculosis HTS	M. tuberculosis	H1N1 NS1A inhibition	Salmonella PhoP GFP	inhibitors of VEEV	others
CN(C(=O)CN1C(=O)c2ccccc2S1(=O)=O)C1CCCCC1	-6.3%	-6.7%	-13.5%	.	2.3%
COc1ccc(C(=O)NNC(=O)CSc2nnc(C)n2CC2CCCO2)cc1 (stereo unspecified)	2.3%	0.0%	-10.0%	-23.0%	1.1%
CCOC(=O)COn1c(SCC(=O)OCC)nc2ccccc2c1=O	45.7%	?	5.2%	7.4%	1.0%
O=C(CCc1ccccc1)NCCc1nc2ccccc2[nH]1	7.7%	10.2%	-0.4%	10.5%	0.4%
S=c1[nH]nc(CCc2nc3ccccc3[nH]2)n1-c1ccccc1	-5.0%	-3.9%	-11.6%	-8.2%	1.7%
O=C(COc1ccc(Cl)cc1)OCC(=O)N1CCOCC1	-3.2%	31.5%	-13.0%	.	1.5%
O=C(Cc1ccc(Cl)c(Cl)c1)Nc1cccc2ncccc12	-0.5%	28.6%	-0.7%	-6.4%	5.5%
O=C(Nc1cccc(F)c1)c1ccc2ncsc2c1	1.5%	-0.2%	0.7%	19.1%	1.6%
O=C1c2cc3ccccc3c(-c3ccccc3)c2C(=O)N1c1ccccn1	12.7%	61.7%	4.7%	3.5%	1.6%
Oc1csc(Cc2nc(-c3ccccc3F)cs2)n1	-1.6%	6.5%	4.3%	-9.0%	1.2%
N/C(=N\OS(=O)(=O)c1ccc2ccccc2c1)c1cccnc1	6.2%	-3.9%	5.1%	20.7µM*	0.6%
O=C(c1ccccc1)c1nc2ccccc2[nH]c1=O	-8.6%	8.9%	-2.5%	-14.5%	3.5%
Cc1nc2ccccc2nc(=O)c1NNc1ccccc1	.	.	6.5%	-5.1%	6.8%
Cn1c(=O)n(CC(=O)Nc2ccc(F)cc2)c2ccccc21	0.0%	-12.4%	-8.3%	-4.3%	i
CC12CCC3C(CCC4CC(=O)CCC43C)C1CC(=NO)C2=O (stereo unspecified)	.	.	0.7%	.	2.4%
Cc1ccc(C2NC(=O)c3ccccc3N2)s1 (stereo unspecified)	1.7%	5.0%	7.5%	-12.3%	i
CCCCn1c(SCC(=O)N(CC)C2CCS(=O)(=O)C2)nc2cc(S(N)(=O)=O)ccc21 (stereo unspecified)	-3.7%	-7.6%	-15.3%	-11.0%	i
CC(C)C(=O)NC(=S)Nc1ccccc1C(=O)NC1CCCCC1	8.3%	30.7%	-6.9%	3.4%	0.0%
COc1ccc(NC(C)c2cc(Cl)ccc2O)cc1 (stereo unspecified)	?	42.0%	11.6%	9.7%	i
O=C(CCn1c(=O)oc2ccccc21)NC1=NCCS1	4.0%	-1.5%	0.4%	20.4%	1.2%
COc1ccc(N2CCN(C(=O)CN(c3ccc(Br)cc3)S(C)(=O)=O)CC2)cc1	-9.2%	17.8%	6.7%	-11.1%	0.5%
COc1ccc(-c2cc(C(=O)N3CCN(C(=O)c4ccco4)CC3)[nH]n2)cc1	1.9%	13.0%	-3.5%	-14.6%	3.4%
COc1ccc(CSCCc2n[nH]c(=S)n2-c2ccccc2)cc1C	3.4%	-6.6%	1.2%	14.7%	1.4%
C=C(C)Cn1c(N)cc(=O)nc1SCC(=O)Nc1cccc(C(F)(F)F)c1	11.4%	-0.9%	-3.0%	-3.8%	6.2%
COc1ccc2c(c1)CCCC21NC(=O)N(CC(=O)NCc2cccs2)C1=O (stereo unspecified)	-2.9%	-14.9%	0.3%	.	0.6%
CC(C)NS(=O)(=O)c1ccc(NC(=O)C2CC3C=CC2C3)cc1 (stereo unspecified)	-4.0%	3.7%	3.8%	-0.8%	0.6%
O=C1c2ccccc2S(=O)(=O)c2cc(C(=O)N3CCC(C(=O)N4CCCCC4)CC3)ccc21	0.6%	16.1%	.	-0.1%	.
O=S(=O)(c1ccc(Br)s1)N1CCN(c2ccccn2)CC1	3.1%	8.6%	-7.3%	-1.8%	i
NNC(=O)CSCc1ccc(Cl)cc1Cl	0.6%	-11.2%	5.2%	0.6%	0.3%

Sorted by SMILES length (ascending): three of the compounds above.
SMILES	M. tuberculosis HTS	M. tuberculosis	H1N1 NS1A inhibition	Salmonella PhoP GFP	inhibitors of VEEV	others
O=C(Nc1cccc(F)c1)c1ccc2ncsc2c1	1.5%	-0.2%	0.7%	19.1%	1.6%
O=C1c2cc3ccccc3c(-c3ccccc3)c2C(=O)N1c1ccccn1	12.7%	61.7%	4.7%	3.5%	1.6%
O=C1c2ccccc2S(=O)(=O)c2cc(C(=O)N3CCC(C(=O)N4CCCCC4)CC3)ccc21	0.6%	16.1%	.	-0.1%	.

Back to the main list with the two entries that preceded the break.
SMILES	M. tuberculosis HTS	M. tuberculosis	H1N1 NS1A inhibition	Salmonella PhoP GFP	inhibitors of VEEV	others
O=S(=O)(c1ccc(Br)s1)N1CCN(c2ccccn2)CC1	3.1%	8.6%	-7.3%	-1.8%	i
NNC(=O)CSCc1ccc(Cl)cc1Cl	0.6%	-11.2%	5.2%	0.6%	0.3%
NS(=O)(=O)c1cccc(NC(=O)CSc2nc3ccccc3c(=O)n2CCCN2CCOCC2)c1	-1.8%	10.1%	4.3%	-7.2%	11.2%
COc1ccccc1N(CC(=O)NCc1ccco1)S(=O)(=O)c1ccc(C)cc1	-1.5%	8.2%	7.8%	0.0%	0.7%
CCOC(=O)C1CCN(C(=O)Nc2ccc(OCc3ccccc3)cc2)CC1	?	?	-11.9%	10.2%	0.5%
CCCc1cc(=O)[nH]c(SCC(=O)N2CCc3cc(OC)c(OC)cc3C2)n1	6.1%	-3.7%	3.5%	.	8.6%
O=C(COC(=O)/C=C/c1cccc(C(F)(F)F)c1)NCc1cccs1	1.5%	31.7%	-1.6%	.	1.1%
CC1(C)CC(=O)C/C(=N/NC(=O)C2CCN(S(=O)(=O)c3cccs3)CC2)C1	1.1%	-1.3%	1.3%	-13.3%	i
CC(C)c1nc(SCC(=O)Nc2cccc3ccccc23)n[nH]1	-2.5%	7.0%	-9.9%	.	i
O=S(=O)(NC1CCCC1)c1ccc(Br)s1	-1.6%	10.9%	-2.2%	15.8%	0.6%
C=Cn1ccnc1P(O)(=S)c1nc(C)c(CCOC(C)=O)s1 (stereo unspecified)	-3.4%	2.1%	0.6%	-4.2%	1.6%
O=C(COC(=O)CC1CCCC1)Nc1cccc(F)c1	6.7%	78.7%	-2.7%	.	0.3%
COc1ccc(Cc2c(O)[nH]c(=S)[nH]c2=O)cc1	5.0%	-10.4%	-1.6%	-0.7%	0.6%
COc1ccc(N2CCN(C(=O)C3(C)CC3(Cl)Cl)CC2)cc1 (stereo unspecified)	4.6%	31.3%	2.9%	-6.3%	i
CCOC(=O)COc1cc(N2C(=O)CSCC2=O)c(Cl)cc1Cl	-8.5%	.	-3.2%	-13.3%	0.5%
COc1ccc(CCc2nnc(CCC(=O)N(C)Cc3ccnc4ccccc34)o2)cc1	4.5%	20.3%	0.7%	-10.8%	0.4%
CCOc1ccc(NC(=O)CSc2ccc3nnc(-c4cccnc4)n3n2)cc1	-11.5%	9.9%	-1.8%	-8.0%	6.6%
COc1ccc(CN2CCN(C(=O)C3CCC(CNS(=O)(=O)c4ccc(C)cc4)CC3)CC2)c(OC)c1OC (stereo unspecified)	0.6%	11.0%	5.3%	-1.8%	0.9%
CCOc1ccccc1-n1c(SCC(=O)Nc2nccs2)nnc1-c1ccoc1C	-0.1%	41.9%	7.5%	10.8%	3.3%	inhibitors of VEEV 10K pilot screen=6.3
Cc1cc(=O)n2cn[nH]c2n1	.	.	-17.1%	.	i
O=C1NCCC/C1=N/Nc1ccc(F)cc1	?	1.5%	.	3.4%	.
CCN1C(=O)[C@H]2[C@@H](c3ccc(-c4ccc(F)cc4)c(OC)c3)N3CCC[C@@]3(C(=O)OC)[C@H]2C1=O	3.1%	17.1%	3.6%	7.5%	i
O=C(CSCCO)Nc1nccs1	2.9%	-14.9%	-3.2%	-0.6%	2.7%
Cc1cc(OCc2cc(C(=O)N3CCC(Oc4cccnc4)CC3)no2)cc(C)c1Cl	?	49.2%	-6.4%	1.5%	4.9%
CC1CCc2c(C(=O)NCCN3CCOCC3)csc2C1 (stereo unspecified)	8.1%	2.8%	1.3%	-1.6%	i
CCC(C)c1ccc(NC(=S)NCc2cccnc2)cc1 (stereo unspecified)	-5.2%	?	-0.1%	1.1%	0.5%
CC(=O)Nc1ccc(NC(=O)CNC(=O)c2cccc(C)c2)cc1	11.2%	-7.8%	-5.1%	-24.6%	i
O=S(=O)(NCc1ccc2c(c1)OCO2)c1ccc(Cl)s1	8.1%	10.0%	22.3%	-5.2%	3.2%
CCC(C)n1c(O)c(C=NCCc2ccccc2)c(=O)[nH]c1=S (stereo unspecified)	10.0%	?	-3.3%	12.8%	2.2%
COC(=O)c1cc(S(=O)(=O)N2CCN(C3CCCCC3)CC2)c[nH]1	-4.7%	-2.0%	0.1%	.	0.6%
COc1ccc(N2C(=O)N3[C@@H]4c5ccccc5OC[C@@H]4[C@@H](c4ccccc4)[C@@]3(C)C2=O)cc1	8.2%	23.4%	-0.1%	.	i
